Compound activity from PubChem.
Hck-Nef inh: blocks Nef-activated human Hck kinase. P08631. Recombinant Hck-YEEI plus Nef, Z-Lyte FRET kinase assay. 220,000 compounds, 0.68% hits. inhibition, % at 20 µM;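 active = Hck-Nef kinase inhibition above about 50%, limit read from the data; inactive = inhibition below that limit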;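 note: 0% = DMSO with Hck plus Nef and 100% = Hck alone without Nef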
RBBP9 inh: inhibitors of human serine hydrolase RBBP9 | recombinant RBBP9, FP-Rh probe fluorescence polarization | 220,000 compounds, 0.2% hits | inhibition, % at 7.94 µM | O75884;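 active = inhibition above the campaign mean of all tested compounds plus 3 SD, cut at about 14% in these data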;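 note: plate controls were DMSO wells with RBBP9 for no effect and wells lacking RBBP9 protein for full effect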
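Measured by: FP readout at 525/598 nm; material: recombinant human RBBP9; also added: Serine-hydrolase probe FP-Rh, 375 nM pre-mixing; medium: Tris buffer pH 8.0, NaCl, Pluronic; replication: one well per compound; doses: one concentration, 7.94 µM nominal, 0.794% DMSO; timing: preincubation 30 min plus labeling 45 min at 25 °C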
TNF necrop inh: TNF-alpha cell death inhibition in Jurkat FADD-/- cells. AID 463075. activation (protection from cell death), % at 10 µM. 220,000 compounds, 0.068% hits. Jurkat FADD-/- TNF necroptosis rescue, ATP luminescence, 24 h; 0 = TNF only, 100 = no-TNF cells;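 active = activation, meaning protection from cell death, of at least 50% relative to plate controls; inactive = activation below 50%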;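 note: necroptosis triggered by 40 ng/mL TNF-alpha added together with compound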
Runt-CBFb FRET: inhibitors of human RUNX1 Runt domain binding to CBFb | Q01196+Q13951 | Cerulean-Runt/Venus-CBFb FRET ratio 530/480, 1 h | inhibition, % at 20 µM | 220,000 compounds, 0.46% hits;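 active = inhibition over about 50% at 20 µM in the single-dose screen, limit read from the data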;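 note: 0% = DMSO wells and 100% = excess unlabeled CBFb competitor control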
Target sequence (Q01196 whole entry, looked up, the tested form may be a part): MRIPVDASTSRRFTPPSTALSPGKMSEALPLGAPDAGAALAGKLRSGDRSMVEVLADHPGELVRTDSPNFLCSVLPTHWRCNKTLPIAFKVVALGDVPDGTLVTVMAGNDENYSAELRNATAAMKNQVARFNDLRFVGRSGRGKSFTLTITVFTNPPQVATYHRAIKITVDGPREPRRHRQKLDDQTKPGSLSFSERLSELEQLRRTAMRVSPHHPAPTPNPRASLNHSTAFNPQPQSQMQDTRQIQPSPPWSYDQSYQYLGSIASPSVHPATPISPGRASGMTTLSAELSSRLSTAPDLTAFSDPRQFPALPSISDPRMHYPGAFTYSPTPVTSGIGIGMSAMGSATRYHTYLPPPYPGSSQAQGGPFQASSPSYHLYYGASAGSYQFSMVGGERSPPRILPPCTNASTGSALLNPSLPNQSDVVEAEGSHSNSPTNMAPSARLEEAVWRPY
Target sequence (Q13951 whole entry, looked up, the tested form may be a part): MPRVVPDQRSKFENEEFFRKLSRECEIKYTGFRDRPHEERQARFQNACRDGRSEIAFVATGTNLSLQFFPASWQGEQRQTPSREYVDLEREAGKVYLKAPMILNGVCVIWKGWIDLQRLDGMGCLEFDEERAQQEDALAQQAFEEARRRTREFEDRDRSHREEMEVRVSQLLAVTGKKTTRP
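Schedule: protein complex preformed 1 h, compound exposure 1 h, room temperature, dark; test system: Cerulean-labeled Runt domain protein; amount: 100 nM per protein; buffer or medium: Tris 50 mM pH 7.5, KCl, K2SO4, 0.01% BSA; read-out: loss of energy transfer signal; detection: FRET fluorescence; controls: 5 µM unlabeled CBFb as full-inhibition high control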
Runt-SMMHC FRET: inhibitors of human RUNX1 Runt domain binding to CBFb-SMMHC. Q01196+Q13951. Cerulean-Runt/Venus-CBFb-SMMHC FRET ratio 530/480, 1 h. inhibition, % at 20 µM. 220,000 compounds, 0.74% hits;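 active = mean inhibition across duplicate retests at 20 µM reaching about 50%, limit read from the data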;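 note: 0% = DMSO wells and 100% = wells with excess untagged CBFb-SMMHC; inhibitors lower the FRET ratio by blocking Runt binding to CBFb-SMMHC; some results filed as inactive read as strong as hits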
EP2 antag: EP2 receptor (human) inhibition; AID 1422; P43116; inhibition, % at 25 µM; 260,000 compounds, 0.52% hits; C6 glioma cells expressing human EP2, cAMP TR-FRET; cells stimulated with saturating PGE2;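 active = percent inhibition above 40 after rounding to a whole number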;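 note: rat C6 glioma host cells with rolipram phosphodiesterase inhibitor present; the protocol text gives 20 µM as final concentration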
Target sequence (P43116 whole entry, looked up): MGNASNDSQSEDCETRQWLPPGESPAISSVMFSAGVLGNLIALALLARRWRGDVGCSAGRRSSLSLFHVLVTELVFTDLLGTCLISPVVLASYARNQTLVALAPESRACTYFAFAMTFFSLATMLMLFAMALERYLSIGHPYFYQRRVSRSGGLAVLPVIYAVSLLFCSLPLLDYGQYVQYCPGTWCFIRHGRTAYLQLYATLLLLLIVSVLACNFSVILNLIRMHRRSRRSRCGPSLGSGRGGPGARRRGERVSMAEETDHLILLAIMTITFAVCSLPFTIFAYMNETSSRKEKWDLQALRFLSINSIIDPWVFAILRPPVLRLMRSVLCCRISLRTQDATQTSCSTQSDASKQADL
EP2 modulator: modulates human prostaglandin E2 receptor EP2 signaling; P43116; EP2-expressing cells, cAMP HTRF FRET, PGE2 co-stimulation; induction, % at 25 µM; 260,000 compounds, 0.83% hits; AID 940;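 active = compounds whose cAMP rise, as percent of the full-agonist control response, exceeds 60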;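 note: rat C6 glioma line stably carrying human EP2 under a CMV promoter; the protocol text gives 20 µM as final concentration; 100% = response of wells given 1 µM PGE2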
PERK inhibitor: human PERK inhibition, primary cell-based screen. CHO PERK-DD fusion, SEAP luminescence translation reporter. 220,000 compounds, 0.17% hits. inhibition, % at 5.6 µM;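 active = inhibition above the mean inhibition of all tested compounds plus 3 SD, set separately per screening campaign, cut at about 2.9% in these data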;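 note: PERK kinase domain activated by AP20187 dimerizer at 100 nM; 0% = DMSO with dimerizer and 100% = rapamycin at 8.4 µM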
L929 necroptosis: blocks zVAD induced death of L929 cells. L929 zVAD necroptosis rescue, ATP luminescence, 24 h; with zVAD 60 µM. viability rescue, % at 10 µM. 220,000 compounds, 0.38% hits. AID 1377;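 active = activation, scaled between plate controls, above about 75%, limit read from the data; inactive = activation under that limit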;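 note: 0% = zVAD with DMSO and 100% = DMSO alone without zVAD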
Active calls of the source: *; . = no result given; & = joins results of further samples.

SMILES	Hck-Nef inh	RBBP9 inh	TNF necrop inh	Runt-CBFb FRET	Runt-SMMHC FRET	EP2 antag	EP2 modulator	PERK inhibitor	L929 necroptosis
CC(C)(C)CC(=O)Nc1nnc(-c2cccs2)s1	0	-4	2.3	3	0	13	22	-0.4	0.2
O=S(=O)(Nc1ccc(-c2cn3cccnc3n2)cc1)c1ccccc1	14	-2	1.5	-2	-8	9	-13	0.0	2.7
CC(=O)Nc1ccc(NC(=O)C(C)OC(=O)CNC(=O)c2sc3ccccc3c2Cl)cc1 (stereo not drawn)	3	-1	1.4	-3	6	7	21	0.9	3.3
Nc1ccc(Nc2ccccc2N)cc1	35	-5	-17	-3	-4	2	-2	-0.2	8.6
Cc1cccc(OCCOCCN2CCNCC2)c1C	3	-3	2.6	-3	0	4	-35	-0.1	0.4
Cn1c(NC(=O)c2ccco2)c(-c2ccccc2Cl)c(=O)c2ccccc21	3	-3	3.7	-2	2	3	10	0.8	0.9
CCC(=O)Nc1nc2ccccc2n1Cc1ccc(Cl)cc1	13	-3	4.3	1	4	6	19	-1.2	-2.5
Cc1cc(C2C(C#N)=C(N)SC(N)=C2C#N)c(C)s1	-6	-4	-1.5	24	32	.	52	1.0	0.1
Cc1ccc(NC(=O)CN2C(=O)S/C(=C/c3ccc(O)c([N+](=O)[O-])c3)C2=O)cc1C	64*	5	2.1	-11	-22	10	-15	0.2	86*
COCCNC(=S)N(Cc1cccnc1)Cc1ccc(OC)c(OC)c1	3	2	3.6	3	-1	0	-10	-0.5	1.1
C=C(C(=O)O)C(CCCCCC)C(=O)O (stereo not drawn)	2	5	1.0	1	-5	12	14	0.3	0.7
CC(=O)c1c(N2CCCCC2)nc(=S)n(Cc2ccccc2)c1C	1	2	-0.6	-5	-6	3	-31	-0.2	-0.2
CCN1CCN(CC(=O)N2N=CCC2c2ccccc2)CC1 (stereo not drawn)	6	-4	1.2	0	-3	9	-15	0.1	-0.8
O=C(c1ccc(S(=O)(=O)NCc2ccco2)cc1)N1CCCC1	19	4	-0.3	-2	-6	10	37	0.8	1.6
COC(=O)c1ccc(CSc2nnc(SCc3ccc(C(=O)OC)o3)s2)o1	0	-9	-3.5	5	0	13	31	-0.8	-0.2

The list goes on; it opens with the two that closed the last part.
SMILES	Hck-Nef inh	RBBP9 inh	TNF necrop inh	Runt-CBFb FRET	Runt-SMMHC FRET	EP2 antag	EP2 modulator	PERK inhibitor	L929 necroptosis
O=C(c1ccc(S(=O)(=O)NCc2ccco2)cc1)N1CCCC1	19	4	-0.3	-2	-6	10	37	0.8	1.6
COC(=O)c1ccc(CSc2nnc(SCc3ccc(C(=O)OC)o3)s2)o1	0	-9	-3.5	5	0	13	31	-0.8	-0.2
CN1CCN(NC(=O)c2cc(S(=O)(=O)N3CCOCC3)c(Cl)cc2Cl)CC1	2	1	-1.0	-1	1	6	20	1.1	0.7
CCC1=C(OC(=O)N(CC)CC)N2C(=O)OC(=NCC3CC3)[C@]2(Cc2ccccc2)[C@H]2C1=CC[C@H]1C(=O)N(C)C(=O)[C@H]12	24	.	-1.0	-3	-1	11	-12	.	1.1
CC1CCC(C(C)C)C(OCC(O)CNC(C)(C)C)C1 (stereo not drawn)	21	-3	1.6	-2	0	-1	-30	0.1	-1.4
COc1cc(NC(=O)CSc2ccccc2)c(C(=O)O)cc1OC	1	-3	1.6	3	0	5	12	1.9	0.0
Cn1cnc([N+](=O)[O-])c1Sc1ccc(Br)cc1	8	8	-0.5	4	-2	12	19	0.6	0.5
Cc1ccc(NC(=O)c2ccc(-n3cccn3)nc2)cc1	19	-3	0.7	-1	-1	9	-28	0.6	1.8
Cc1[nH]c2ccccc2c(=O)c1CN(C)Cc1ccccc1	1	-7	-0.4	0	2	12	-9	0.4	0.0
CCOC(=O)C1=C(CSc2nc(-c3ccncc3)ccc2C#N)OC(N)=C(C#N)C1c1ccc(OC)cc1 (stereo not drawn)	-17	-12	-4.0	21	-12	18	-8	-1.5	0.1
Cc1ccc(S(=O)(=O)N/N=c2\sc3ccccc3n2C)cc1	2	2	1.1	2	2	8	-6	0.0	0.4
O=C1CC(C(=O)NCc2ccccc2)C2(CCCC2)O1 (stereo not drawn)	7	-1	1.2	-2	-3	8	20	1.0	-0.3
CCn1c(CC(=O)Nc2ccc(Cl)c(Cl)c2)nnc1SCc1ccc(Cl)cc1	2	-1	-5.6	1	5	8	4	-0.1	0.3
CC(c1nnc(SCC(=O)Nc2sccc2C#N)n1-c1ccc(Cl)cc1)N(C)C (stereo not drawn)	23	-1	0.9	1	2	20	14	-1.3	-1.1
CC(=C\C(=O)O)/C(=C/c1ccc(C)o1)C(=O)O	3	-6	0.0	16	12	11	39	0.4	-0.3
CC(C)(C)NC(=O)C(c1ccccn1)N(C(=O)C1CSC(=O)C1)c1ccccc1F (stereo not drawn)	-7	-11	-0.9	-1	3	3	21	-0.9	0.8
CCCN(CCC)C(=O)Nc1cc(Cl)ccc1OC	12	-9	2.5	-1	-6	3	-25	-1.1	1.0
Cc1cccc(C(=O)Nc2ccnc(-c3ccncc3)n2)c1	22	-5	0.1	1	-2	7	-61	1.3	19
O=C(NNC1CC(=O)N(c2ccc(Br)cc2)C1=O)c1cccnc1 (stereo not drawn)	19	-3	-1.3	-1	0	5	-3	1.2	0.6
O=C(NC1CCS(=O)(=O)C1)c1cccnc1 (stereo not drawn)	24	-6	2.1	0	2	5	1	0.6	1.3
C=CCNC(=O)C1(c2ccccc2)CC1(Cl)Cl (stereo not drawn)	3	0	1.8	3	-1	8	6	1.3	0.6
CC(=O)c1cccc(CN2CCN(C3CCCC3)C(CCO)C2)c1 (stereo not drawn)	22	-13	1.7	0	1	12	9	-0.4	-1.1
CCc1ccc2c(c1)C1(SC(NC(C)=O)=NN1C(C)=O)C(=O)N2C(C)C (stereo not drawn)	0	-7	-3.7	-3	5	7&3	5&16	0.1	0.0
O=C(NC1CCSC1)c1cccc(Cl)c1 (stereo not drawn)	-4	4	1.8	2	-3	2	0	1.4	1.0
COc1ccc(C(=O)Nc2ccnc(-c3cccnc3)n2)cc1	20	-2	-1.4	0	4	6	-68	-0.9	5.3
C=CCN(c1ccc(C(=O)N2CCN(c3ccc(F)cc3)CC2)cc1)S(C)(=O)=O	-1	-1	-1.1	-1	0	6	-25	-0.8	0.1
Cc1ccc(S(=O)(=O)N2C3C=CC(C3)C2C(=O)O)cc1 (stereo not drawn)	19	-8	1.8	-1	2	17	15	1.4	1.1
COCCCNC(CC(=O)Nc1ccc(OC)cc1OC)C(=O)O (stereo not drawn)	-1	5	-0.6	0	-3	9	8	-0.7	-0.1
COc1ccc(NC(=O)C2=C(C)NC(=O)NC2c2cccc(OC)c2OC)c(OC)c1 (stereo not drawn)	7	-7	-1.1	2	0	3	14	-0.7	-1.3
O=C(O)CCCNC(=O)CCCn1nnc2ccccc2c1=O	12	-3	0.0	2	4	8	1	0.8	-0.3
COCCCNC(=O)Cn1nnc(-c2ccccc2NC(=O)c2ccccc2F)n1	6	-12	0.2	-2	2	5	.	-0.2	1.1
O=C(O)C1CC=CCC1C(=O)NNc1ccccc1 (stereo not drawn)	22	-4	-0.4	-1	-4	7	20	-0.5	-0.5
CCOC(=O)C1=C(C)NC(SCC(=O)O)=C(C#N)C1c1ccco1 (stereo not drawn)	2	-1	-0.6	0	1	17	6	0.7	0.1
CN(C(=O)Nc1ccc(Cl)cc1Cl)[C@H]1c2cc(Br)ccc2OC[C@H]1CO	1	-3	-4.8	-2	2	1	17	-0.4	0.5
O=c1nc(Nc2ccccc2)sc2ccc([N+](=O)[O-])cc12	6	-6	13	1	2	7	6	0.4	0.8
Cc1ccc(NC(=O)CN(C)C(=O)CCOc2cccc(C)c2)cc1	2	-2	1.4	0	1	10	15	-0.6	0.8
FC(F)(F)c1cc(-c2ccccc2)nc(NCc2cccs2)n1	4	-4	1.2	-2	1	8	46	1.1	1.0
CC(=O)Oc1ccc(/C=C2/CCc3ccccc3C2=O)cc1	-15	-7	-16	-4	-4	8	-39	0.3	0.6
C/C(=N\NC(=O)c1ccc(NS(=O)(=O)c2cccs2)cc1)c1ccc2ccccc2c1	0	-11	5.0	-1	-1	18	-20	0.8	58
COC(c1ccccc1)c1nnc(CCC(=O)NCc2cccc(-n3cccn3)c2)o1 (stereo not drawn)	18	-6	1.1	0	2	3	10	0.8	0.5
Cc1cc(C)cc(OCC(=O)NCc2cc(C)nc3ccccc23)c1	-5	-5	-0.3	-2	-2	8	-38	0.8	-0.5
O=C(O)c1cccc(N2C(=O)CSC2c2c(F)cccc2Cl)c1 (stereo not drawn)	-1	-1	-1.4	-3	2	1	46	0.3	-0.1
O=C(NC(=S)N(Cc1ccccc1)c1ccccn1)C1CC1	-2	-12	3.6	2	-1	11	28	0.6	0.9
O=C(COc1ccc(Cl)cc1Cl)NN=C1CCCCC1	9	-10	3.9	-2	2	2	7	0.4	.
O=c1c(-c2ccco2)[n+]([O-])c2ccccc2n1OCc1ccccc1	10	-5	1.6	0	-17	.	7	-0.9	-0.4
CCn1cc(C(=O)O)c(=O)c2cc(F)c(N3CCN(S(=O)(=O)c4ccc(NC(=O)OC)cc4)CC3)cc21	1	-3	2.8	-1	-13	11	-11	1.1	0.8
CCCOc1ccc(C2C(=O)N(C3CCCCC3)CC(=O)N2C2CC2)cc1OC (stereo not drawn)	0	-8	-1.7	-4	3	0	26	-0.9	-0.1
COc1ccccc1N1CCN(c2nc3c(C)cccn3c(=O)c2C=O)CC1	-1	-8	-8.2	0	3	3	-8	-1.8	-0.4
CNC(=O)CSc1nnc(-c2cccc(S(=O)(=O)N3CCOCC3)c2)n1-c1ccc(F)cc1	1	5	-1.2	0	3	6	30	0.9	0.1
COc1ccc(/C=C2/C(=O)ON=C2c2ccccc2)cc1OC	-1	-4	-4.9	33	54	33	1	1.1	-0.1
Nc1ccc(N=Nc2ccccc2)c2ccccc12	0	5	-0.5	-8	-7	10	-2	2.6	1.6
CCC1SC2=NC(C)=C(C(=O)OC)C(c3ccc(C(=O)OC)cc3)N2C1=O (stereo not drawn)	2	-4	0.3	-1	0	13	14	-0.7	0.5
CCc1ccc(S(=O)(=O)NCC(O)COc2ccc(OC)cc2)cc1 (stereo not drawn)	15	2	-0.2	1	1	9	-17	1.1	0.4
Cc1ccc(-c2nn3c(C)nnc3s2)cc1NCc1c(F)cccc1Cl	3	-6	-9.2	-4	18	19	66*	-0.5	1.5
CCN(CC)S(=O)(=O)c1ccc2c(c1)c(=O)c(C(=O)NCCCN(C)c1ccccc1)cn2C	5	-2	2.2	-2	3	8	-14	-0.1	3.7

These rows are one share of the data. The share of hits here may be higher or lower than overall.
